Growth percent in the NCI-60 one-dose screen (48 h, 10 µM unless noted): 100 = growth as untreated, 0 = no growth, -100 = all killed.
U251 – U251 CNS tumor cells. AID 1794753. 80,000 tested, 5.4% active
OVCAR-5 – OVCAR-5 ovarian cancer. 82,000 tested, 2.9% active. AID 1794783
PC-3 – PC-3 prostate cancer cells. 80,000 tested, 3.9% active
OVCAR-4 – OVCAR-4 ovarian cancer cells; 80,000 tested, 3.7% active; AID 1794784
SK-OV-3 – SK-OV-3 ovarian cancer cells. 80,000 tested, 3.2% active. AID 1794785
DU-145 – DU-145 prostate cancer. AID 1794760. 81,000 tested, 4.2% active
OVCAR-3 – OVCAR-3 ovarian cancer | 79,000 tested, 7% active | AID 1794787
OVCAR-8 – OVCAR-8 ovarian cancer; 81,000 tested, 4.4% active; AID 1794782
SF-268 – SF-268 CNS cancer cells | 82,000 tested, 3.1% active | AID 1794759
Starred values were filed as active, the others as inactive; . = no result given; & = joins results of further samples. How the source made its calls: active means growth percent below 10; inactive means the rest.

SMILES	U251	OVCAR-5	PC-3	OVCAR-4	SK-OV-3	DU-145	OVCAR-3	OVCAR-8	SF-268
O=C(O)/C(=C/c1cccc(Cl)c1)c1ccc(Cl)cc1	98	98	101	110	104	110	98	106	103
NC(=O)NCN1CCOCC1	97	91	71	119	79	107	111	105	104
Cc1ccc(C(=O)C[n+]2ccccc2)c(O)c1	105	90	89	101	86	108	111	104	104
O=C1c2ccccc2C2=Nc3ccccc3SC(c3cccc(F)c3)C12 (stereo not given)	100	108	92	89	111	105	107	100	110
COc1cc2c(cc1-c1c(C)noc1C)ncc1nc(C3CCCCC3)n(C3CCC(OC(F)F)CC3)c12 (stereo not given)	25	64	17	40	-2.6*	63	28	40	57
CCCCOC(=O)c1cc(Cl)c(O)c(OC)c1	98	92	114	96	105	108	99	99	97
COc1ccc(C(=O)CSc2nccc(Nc3ccc(C(=O)O)cc3)n2)cc1	98	103	102	108	99	107	100	95	97
COc1ccc(N=C(c2ccccc2)C2C(=O)c3ccccc3C2=O)cc1	82	104	32	77	108	100	82	83	98
N#CC1(c2ccccc2)CCOCC1	98	98	98	107	103	106	107	104	103
CC(C)(C)Nc1nc2c(OCCc3ccccc3)cccn2c1-c1cccc([N+](=O)[O-])c1	103	100	93	78	112	102	108	84	102
COc1ccc(Cn2c(=O)[nH]c(=O)n(Cc3ccc(C(=O)O)cc3)c2=O)cc1	116	111	81	102	109	116	120	124	120
Cc1ccc(-c2c3c(C)nn(-c4ccccc4)c3nc3nc(C)[nH]c(=O)c23)cc1	.	96	95	.	108	120	127	96	120
CN(C)CCCN(Cc1ccccc1O)C(=O)Nc1ccc(F)cc1	100	101	91	88	103	118	111	102	103
Oc1ccccc1/C=N\NC(=S)Nc1ccc(F)cc1	28	55	40	.	34	30	34	22	28
Cc1nc(-c2ccccc2)c(-c2ccccc2)nc1Br	.	96	83	95	86	112	111	99	104
CN(C(=O)Cn1ccnc1)C(c1ccccc1)c1ccccc1	103	93	123	109	112	105	108	100	101
O=C(O)c1cn(C2CC2)c2cc(N3CCN(C(=O)N/N=C/c4ccccc4O)CC3)c(F)cc2c1=O	101	105	98	96	95	109	103	98	96
C=C1CCC2C3(C)COC(C)(C)OC3CCC2(C)C1C/C=C1/C(=O)OCC1Oc1ccccc1OC (stereo not given)	100	101	90	61	114	79	31	81	100
COc1cc(C#Cc2ccc(=O)oc2C#Cc2ccccc2)cc(OC)c1OC	84	76	86	97	101	66	30	89	43
COc1cc(/C=C/C(=O)c2ccc(N3CCNCC3)cc2)ccc1F	67	122	51	69	88	106	70	57	94
CC(=O)c1ccc(NC(=O)CS(=O)(=O)c2ccccc2)cc1	95	101	103	101	104	112	110	97	97
COc1ccc(-c2cc(C(=O)N=Nc3c(O)[nH]c4ccc(Br)cc34)no2)cc1	.	100	96	103	95	105	108	100	99
COC(=O)CNC(=O)c1cccc2c(=O)c3ccccc3n(CCCCCCBr)c12	101	106	97	94	98	107	106	100	96
COc1ccc(-n2c(=O)n(-c3nc4ccc(F)cc4s3)c(=O)c3ccccc32)cc1	106	103	83	105	98	112	111	93	100
N#Cc1cc2ccncc2c2ccccc12	94	85	89	98	97	91	103	83	95
SMILES	U251	OVCAR-5	PC-3	OVCAR-4	SK-OV-3	DU-145	OVCAR-3	OVCAR-8	SF-268
CC(=O)n1c2c(c3ccccc31)CCCC2	104	115	99	111	97	108	102	106	102
C1CCC(OCC2(COC3CCCCO3)CCCO2)OC1 (stereo not given)	105	108	93	101	96	105	108	104	110
O=C1c2c(c(=O)[nH]c3ccccc23)[C@H](c2ccccc2)[C@@H]2CCCN12	35	90	58	.	92	26	13	55	54
O=S(=O)(Nc1ccc(-n2cnc3cc(-c4ccc(O)cc4)ccc32)cc1)c1ccccc1	65	111	91	74	127	105	96	84	78
CC(=O)Oc1c(Cl)cc(Cl)cc1Cl	98	111	100	101	101	107	110	94	98
CCOC(=O)c1c(NCC(=O)Nc2ccc(Cl)cc2)sc(C(C)=O)c1C	100	118	100	96	108	111	127	106	108
COc1c2occc2c(OC)c2c(=O)c(-c3cc(-c4ccc(F)cc4)c(C#N)c(=O)[nH]3)c(C)oc12	100	101	85	95	81	109	113	97	104
CN1CCN(c2nc3ccccc3c3c2C2CCCN(C2)C3=O)CC1 (stereo not given)	102	112	91	108	111	111	119	111	107
O=CN1N=C(c2ccc(Nc3nc(NCCO)nc(NCCO)n3)cc2)CC1c1ccc(F)cc1 (stereo not given)	101	100	92	106	94	103	108	107	98
CC1=NC(C(=O)O)CC1 (stereo not given)	94	102	88	103	85	106	111	98	101
Cc1ccc(NC(=O)NCCO)cc1	104	116	85	113	114	108	106	106	103
Cc1ccc(C)c(OCCCC(C)(C)C(=O)O)c1	104	96	100	114	108	119	123	106	117
COc1ccc(/C=C2/C(=O)/C(=C/c3ccc(OC)cc3OC)C3CCC2N3C)c(OC)c1	62	76	61	79	80	85	79	73	84
CCOC(=O)c1cc(-c2ccc(Cl)cc2)[nH]c1NNC(C)=O	102	96	92	106	108	80	112	105	110
COC(=O)C1=Nc2c/c(=C\c3cc(-c4cc(OC)ccc4OC)oc3O)oc2=C1	98	117	84	100	113	89	99	112	101
Clc1ccc2c(NCCCCNc3nc(N4CCCCC4)nc4ccccc34)ccnc2c1	-33*	17	26	30	51	28	-27*	12	20
COC(=O)c1ccc2c(c1)nc(-c1ccc(OC)cc1)n2-c1cc(C(C)(C)C)[nH]n1	85	113	71	101	114	104	98	98	102
CCCC(=O)c1ccc(O)cc1	92	97	76	97	97	109	112	96	100
O=C1Nc2cccc3cccc(c23)NC1=O	112	110	.	115	105	118	112	101	115
O=C(CCN1CCCC1)Nc1ccc2c(NCCCc3ccccc3)c3ccccc3nc2c1	-59*	32	-0.5*	-19*	13	-53*	-71*	10.0*	21
NC(=O)SCC(=O)Nc1ccc2ccccc2c1	93	113	73	108	140	112	112	108	121
NCC1CCC(CN)CC1 (stereo not given)	106&107	105&95	99&94	107&98	100&102	118	108&113	104&104	.
COc1cc2cc(Oc3ccc(NC(=O)Nc4ccc(Cl)c(Cl)c4)cc3)c(C)nc2cc1OCCN1CCCCC1	53	137	-30*	-17*	119	97	105	32	92
CCOC(=O)/C(F)=C/C1CC1CCc1ccccc1 (stereo not given)	103	101	104	101	109	110	113	105	103
O=C(O)C1CCC(C(=O)O)CC1 (stereo not given)	108	98	101	100	121	120	118	103	101

Some of these compounds in order of SMILES length, high to low.
SMILES	U251	OVCAR-5	PC-3	OVCAR-4	SK-OV-3	DU-145	OVCAR-3	OVCAR-8	SF-268
COc1c2occc2c(OC)c2c(=O)c(-c3cc(-c4ccc(F)cc4)c(C#N)c(=O)[nH]3)c(C)oc12	100	101	85	95	81	109	113	97	104
COc1cc2cc(Oc3ccc(NC(=O)Nc4ccc(Cl)c(Cl)c4)cc3)c(C)nc2cc1OCCN1CCCCC1	53	137	-30*	-17*	119	97	105	32	92
COc1ccc(/C=C2/C(=O)/C(=C/c3ccc(OC)cc3OC)C3CCC2N3C)c(OC)c1	62	76	61	79	80	85	79	73	84
O=S(=O)(Nc1ccc(-n2cnc3cc(-c4ccc(O)cc4)ccc32)cc1)c1ccccc1	65	111	91	74	127	105	96	84	78
O=CN1N=C(c2ccc(Nc3nc(NCCO)nc(NCCO)n3)cc2)CC1c1ccc(F)cc1 (stereo not given)	101	100	92	106	94	103	108	107	98
COC(=O)C1=Nc2c/c(=C\c3cc(-c4cc(OC)ccc4OC)oc3O)oc2=C1	98	117	84	100	113	89	99	112	101
CCOC(=O)c1c(NCC(=O)Nc2ccc(Cl)cc2)sc(C(C)=O)c1C	100	118	100	96	108	111	127	106	108
CN1CCN(c2nc3ccccc3c3c2C2CCCN(C2)C3=O)CC1 (stereo not given)	102	112	91	108	111	111	119	111	107
CCOC(=O)/C(F)=C/C1CC1CCc1ccccc1 (stereo not given)	103	101	104	101	109	110	113	105	103
NC(=O)SCC(=O)Nc1ccc2ccccc2c1	93	113	73	108	140	112	112	108	121
CC(=O)n1c2c(c3ccccc31)CCCC2	104	115	99	111	97	108	102	106	102
O=C(O)C1CCC(C(=O)O)CC1 (stereo not given)	108	98	101	100	121	120	118	103	101
CC1=NC(C(=O)O)CC1 (stereo not given)	94	102	88	103	85	106	111	98	101

(continued)
SMILES	U251	OVCAR-5	PC-3	OVCAR-4	SK-OV-3	DU-145	OVCAR-3	OVCAR-8	SF-268
O=c1[nH][nH]c(=O)c2ccccc12	95	102	97	98	98	108	109	103	101
O=c1oc(-c2ccc(S(=O)(=O)NCc3ccccc3)cc2)cc2ccccc12	101	106	93	103	105	107	.	98	102
COc1ccc(/C=C/c2nc(NCCCN(C)C)c3ccccc3n2)cc1	-48*	77	.	63	121	97	79	80	55
O=C(O)c1ccc(-n2cc(C(c3oc(CO)cc(=O)c3O)c3oc(CO)cc(=O)c3O)c(-c3ccc(F)c(F)c3)n2)cc1	106	114	97	107	107	102	106	103	103
BrC(Br)(Br)c1cnc2ccccc2n1	50	60	62	44	69	4.4*	-28*	45	55
CC(=O)CC(c1ccccc1)c1c(-c2ccccc2)[nH]c2cc(C)ccc12 (stereo not given)	89	98	67	71	88	100	77	82	78
NS(=O)(=O)c1ccc(N2N=C(c3ccc(F)cc3)CCC2=O)cc1	98	96	94	103	94	109	108	104	109
NS(=O)(=O)c1ccc(CCN2C(=O)c3cccc4cccc(c34)C2=O)cc1	107	100	107	105	117	101	110	109	99
O=C(O)CCNC(=O)C1CCC(=O)CC1	104	94	102	110	110	112	110	108	97
CC(=O)Nc1cccc(Oc2ncccc2[N+](=O)[O-])c1	104	109	.	99	114	104	122	111	107
c1ccc2c(c1)OCc1nccn1-2	.	109	94	117	102	106	109	106	111
N#CCC(=O)n1ccc(-c2cc3cc(Br)ccc3oc2=O)n1	101	106	85	98	105	107	112	106	109
CNc1ncnc2c1cnn2C1CCCCO1 (stereo not given)	103	101	97	123	99	112	107	105	100
Nc1ccc(Cl)c2c(=O)c3ccccc3[nH]c12	92	93	77	54	89	94	75	92	93
Brc1ccc2[nH]cc(-c3nn4cc(-c5cccnc5)nc4s3)c2c1	51	93	55	79	83	70	.	67	94
CN(C)c1nc(NCCNS(=O)(=O)c2ccc(C3=Nc4c(N)nc(N)nc4NC(c4ccccc4)C3)cc2)nc(Nc2ccc(F)cc2)n1 (stereo not given)	36	75	27	39	81	58	45	42	47
CCOC(=O)/C(=C(\C)N)C1CC(=O)NC1=O (stereo not given)	.	102	92	.	107	.	109	100	108
CNc1ccc(CSc2ccc(C)cc2)cc1	52	101	60	34	.	91	91	91	70
C=C(C)[C@@H]1CC[C@]2(C(=O)OC)CC[C@]3(C)[C@H](CC[C@@H]4[C@@](C)(CC/C(N)=N/O)[C@H](C(=C)C)CC[C@]43C)[C@@H]12	98	105	86	92	115	104	103	102	97
Cc1c(C(=O)C(SC(=S)N2CCOCC2)SC(=S)N2CCOCC2)nnn1-c1ccc(Cl)cc1	99	104	98	85	106	105	108	103	104
C#CC#CC#CC#CC#CC#CC#CC#CCC1OC[C@H](COC(=O)O[C@@H](C(=O)O[C@H]2C[C@@]3(O)[C@@H](OC(=O)c4ccccc4)[C@@H]4[C@]5(OC(C)=O)CO[C@@H]5C[C@H](O)[C@@]4(C)C(=O)[C@H](OC(C)=O)C(=C2C)C3(C)C)[C@@H](NC(=O)c2ccccc2)c2ccccc2)O1 (stereo not given in full)	26	26	23	58	53	17	9.4*	31	46
COc1ccc(-n2c(-c3ccccc3)c(-c3ccccc3)c3c(SCC(=O)N/N=C/c4ccc(Cl)cc4)ncnc32)cc1	92	98	83	92	73	95	86	85	88
Cc1ccc(S(=O)(=O)OCCOCCOS(=O)(=O)c2ccc(C)cc2)cc1	85	115	78	102	104	107	95	91	95
CCN1C(=O)N(CC)C2NN3C(=O)C4(CN(C)CC45C(=O)N(C)c4ccccc45)SC3=NC21 (stereo not given)	94	98	94	96	97	102	109	95	89
C/C(=N\NS(=O)(=O)c1ccc(C)cc1)c1ccncc1	93	116	100	105	109	97	100	103	97
SMILES	U251	OVCAR-5	PC-3	OVCAR-4	SK-OV-3	DU-145	OVCAR-3	OVCAR-8	SF-268
CCN1CCN(c2nc(NCCNc3ccnc4cc(Cl)ccc34)c3ccccc3n2)CC1	-17*	54	25	34	52	34	8.7*	3.0*	27
CC(=O)OC(OC(C)=O)c1ccccc1	96	103	93	115	120	120	118	100	100
C=C(Cl)CSc1ncnc2nc[nH]c12	105	108	100	108	.	103	111	107	91
O=C1C(Cl)=C(NCCCN(CCO)CCO)C(=O)c2ccccc21	103	110	75	101	96	98	93	102	100
Brc1ccc(Nc2c(-c3c[nH]c4ccccc34)nc3sc4ccccc4n23)cc1	99	106	86	100	93	105	98	100	90
O=c1cc(CSc2nnc(-c3ccc(F)cc3)o2)c2ccc3ccccc3c2o1	102	93	93	108	82	107	101	96	96
COc1ccc(-c2noc(CCc3nnc(-c4ccccc4)o3)n2)cc1	101	102	103	101	113	105	106	102	97
O=C(CCCCn1cnc2c(=S)nc[nH]c21)Nc1ccc(C(=O)O)c(O)c1	96	99	91	113	131	114	108	98	101
NC(=O)CCn1ccc2ccccc21	104	89	92	101	111	120	117	97	101
COc1ccc(/C=C2\Sc3ccc(F)cc3C2=O)cc1	78	98	76	72	64	93	86	80	69
Nc1cc(=O)n(CC(=O)c2ccccc2)n1S(=O)(=O)c1ccccc1	100	106	97	126	92	105	107	105	98
O=C(CI)NC(Cc1ccccc1)C(=O)O (stereo not given)	95	112	99	102	114	101	106	102	97

A draw from above in order of count of non-hydrogen atoms, ascending.
SMILES	U251	OVCAR-5	PC-3	OVCAR-4	SK-OV-3	DU-145	OVCAR-3	OVCAR-8	SF-268
COc1ccc(N=C(c2ccccc2)C2C(=O)c3ccccc3C2=O)cc1	82	104	32	77	108	100	82	83	98
O=c1oc(-c2ccc(S(=O)(=O)NCc3ccccc3)cc2)cc2ccccc12	101	106	93	103	105	107	.	98	102
COC(=O)c1ccc2c(c1)nc(-c1ccc(OC)cc1)n2-c1cc(C(C)(C)C)[nH]n1	85	113	71	101	114	104	98	98	102
